MEX-5 binding – C. elegans MEX-5 TCR-2 RNA binding activity; Q9XUB2; MEX-5/FITC-TCR2 RNA binding, fluorescence polarization; stronger effect = lower value; activity score (negative = inhibition of binding), % at 10 µM; hit rate 0.38% among 300,000;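 active means inhibition past about -25% in most replicates, and total fluorescence under double the plate's negative control median, limit read from the data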;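 further: 0% = DMSO and -100% = 5 µM competing unlabeled TCR2 RNA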
MCL1 BIM primary – inhibitors of human MCL1 binding to BIM-BH3 peptide; AID 2057; hit rate 0.68% among 320,000; Q07820; GST-MCL1 / FITC-Bim-BH3 fluorescence polarization; inhibition, % at 10.9 µM;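 active means inhibition above the mean inhibition of all tested compounds plus 3 SD, set per campaign, cut at about 40% in these data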;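 further: 0% = DMSO wells and 100% = unlabeled Bim-BH3 peptide control; higher means more loss of mP so more displacement of Bim peptide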
Target sequence (Q07820 whole entry, looked up): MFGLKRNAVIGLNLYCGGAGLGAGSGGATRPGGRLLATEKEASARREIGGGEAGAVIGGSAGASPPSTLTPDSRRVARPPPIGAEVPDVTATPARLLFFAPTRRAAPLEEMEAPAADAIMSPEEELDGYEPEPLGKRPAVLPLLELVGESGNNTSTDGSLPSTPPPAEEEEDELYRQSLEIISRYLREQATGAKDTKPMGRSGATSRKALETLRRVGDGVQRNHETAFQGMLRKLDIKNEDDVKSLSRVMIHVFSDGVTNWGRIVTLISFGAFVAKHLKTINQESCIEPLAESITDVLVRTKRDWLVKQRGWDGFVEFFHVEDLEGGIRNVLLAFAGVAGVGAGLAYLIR
ZTA DNA inh – counter-screen for EBNA-1 inhibitors: inhibitors of Epstein-Barr virus ZTA. hit rate 0.15% among 320,000. ZTA-DNA binding, fluorescence polarization. P03206. AID 2234. inhibition, % at 11 µM; in the data active means inhibition above about 33%
Target sequence (P03206 whole entry, looked up): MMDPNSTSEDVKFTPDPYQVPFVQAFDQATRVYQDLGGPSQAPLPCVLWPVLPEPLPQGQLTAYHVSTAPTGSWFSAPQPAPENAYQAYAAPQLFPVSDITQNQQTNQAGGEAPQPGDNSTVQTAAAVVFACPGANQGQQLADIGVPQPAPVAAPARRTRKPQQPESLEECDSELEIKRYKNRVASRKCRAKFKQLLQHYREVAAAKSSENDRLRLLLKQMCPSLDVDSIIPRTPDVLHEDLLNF
Efflux pump inh – blocks antifungal efflux pumps in multiplex yeast assay. S. cerevisiae Candida pump triplex, Nile Red efflux. inhibition, % at 10 µM. hit rate 0.44% among 330,000;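 active means plate passing quality check with inhibition over a set limit, or well fluorescence over plate mean plus 4 SD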;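 further: Nile Red retained in pooled yeast measured as flow cytometry median fluorescence; 0% = buffer negative control and 100% = Enniatin B positive control; higher means more Nile Red kept so more efflux inhibition; some compounds called inactive have numbers as strong as hits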
EBNA-1 inhibitor – blocks EBNA-1 binding to DNA. EBNA-1 DNA binding, fluorescence polarization. inhibition, % at 14.8 µM. hit rate 0.34% among 300,000. AID 1950; in the data active means inhibition above about 28%
GLD-1 TGE inh – GLD-1-TGE RNA interaction inhibition (C. elegans); inhibition, % at 5.96 µM; Q17339; purified GLD-1 + fluorescein TGE RNA, fluorescence polarization; hit rate 0.44% among 320,000; AID 2280;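 active means percent inhibition above a per-plate cutoff, the plate mean of test compounds plus 3 SD, cut at about 30% in these data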;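 further: 0% = DMSO wells with GLD-1 and probe and 100% = wells lacking GLD-1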
Target sequence (Q17339 whole entry, looked up): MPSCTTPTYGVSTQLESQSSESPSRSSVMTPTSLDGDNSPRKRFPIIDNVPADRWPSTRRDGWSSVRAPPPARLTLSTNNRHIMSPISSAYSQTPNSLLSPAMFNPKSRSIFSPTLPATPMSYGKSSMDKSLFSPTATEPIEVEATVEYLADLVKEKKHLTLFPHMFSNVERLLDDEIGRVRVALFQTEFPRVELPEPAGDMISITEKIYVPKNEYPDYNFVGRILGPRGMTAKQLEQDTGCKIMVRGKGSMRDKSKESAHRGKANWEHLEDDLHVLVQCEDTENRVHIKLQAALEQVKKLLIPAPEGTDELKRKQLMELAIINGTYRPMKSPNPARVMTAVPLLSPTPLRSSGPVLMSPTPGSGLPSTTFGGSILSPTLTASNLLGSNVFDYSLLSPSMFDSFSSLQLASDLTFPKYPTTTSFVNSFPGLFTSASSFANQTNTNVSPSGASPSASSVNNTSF
Fam108B counter – counter-screen for RBBP9 inhibitors: inhibitors of mouse Fam108B. recombinant Fam108B, FP-Rh probe fluorescence polarization. inhibition, % at 9.51 µM. hit rate 0.33% among 300,000. AID 1947;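 active means inhibition above the screen mean inhibition plus 3 SD, computed separately per campaign, cut at about 18% in these data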;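 further: inhibitors lower polarization as less probe binds the enzyme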
CR mimetic SO – caloric restriction mimetics inhibiting age-related superoxide in yeast; AID 2690; superoxide response (% of plate mean), % at 10 µM; S. cerevisiae aged cells, superoxide DHE fluorescence; stronger effect = lower value; hit rate 0.18% among 330,000;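 active means superoxide response under a set limit, about three screen SD below normal, cut at about 65% in these data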;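 further: yeast aged for seven days with compound at 30 °C before DHE staining; 100% = average MFI of all compound-treated wells on the plate with controls excluded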
BCLXL inh – inhibitors of human Bcl-xL; inhibition, % at 10.9 µM; hit rate 0.7% among 320,000; Q07817; GST-Bcl-xL / FITC-Bim BH3 peptide fluorescence polarization;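 active means inhibition above the mean of all tested compounds plus 3 SD, cutoff set per campaign, cut at about 30% in these data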;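 further: 0% = DMSO wells and 100% = unlabeled Bim-BH3 peptide competitor; inhibitors lower millipolarization by displacing the labeled peptide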
* hit, by the source's call; nt = not tested or not shown. This is a random part of the collection. About 2.3% of those tested had a hit in this group.

Structure	MEX-5 binding	MCL1 BIM primary	ZTA DNA inh	Efflux pump inh	EBNA-1 inhibitor	GLD-1 TGE inh	Fam108B counter	CR mimetic SO	BCLXL inh
CN(C)c1ccc(CN(C(=O)c2ccc(Cl)c([N+](=O)[O-])c2)C2CCS(=O)(=O)C2)cc1 (stereo not drawn)	1.5	-4	-14	0.2	-3	-1	-4	116	-2
O=C(c1ccc(O)cc1)c1ccc(C(=O)c2ccc(O)cc2)cc1	1.4	-4	2	-0.2	2	2	-3	124	0
Cc1nc2ccc(-c3nc4ccccc4o3)cc2[nH]1	1.0	-5	9	-0.1	-8	5	11	96	0
COc1ccc(-c2csc(Nc3ncccc3C)n2)cc1	-0.3	-4	7	0.1	0	3	8	102	0
CCC(=O)Nc1ccc(C(=O)NCCCn2ccnc2)cc1	2.4	17	-9	0.1	-2	-5	1	103	4
C=CCOC(=O)c1c(C)nc2cc3c(cc2c1C)OCO3	2.9	0	5	0.1	4	9	0	99	7
COC(=O)C1CSC(C(=O)OC)N1C(=O)Nc1ccc(Cl)cc1 (stereo not drawn)	0.0	5	6	-0.1	9	-1	0	87	0
Cc1sc(N)nc1-c1ccc2c(c1)OCCO2	-1.5	-4	-4	0.1	5	-8	2	89	-1
COc1ccc(C)cc1NC(=O)CSc1nnc2ccc(-c3ccccn3)nn12	0.1	1	-4	-0.1	-9	1	1	69	-3
O=C(NC1CCCCC1)C(c1ccc(F)cc1)N(Cc1ccco1)C(=O)c1csnn1 (stereo not drawn)	1.6	2	-5	0.2	-15	5	-3	86	2
COc1cccc(OCc2cc(C(=O)N3CCN(C4CCCCC4)C(=O)C3)no2)c1	-0.1	-3	-4	-0.3	-3	0	0	86	2
Cc1cc(C)n(CCN(C)C(=O)C2CCC(=O)N(CCN3CCOCC3)C2)n1 (stereo not drawn)	1.3	0	-7	0.0	3	0	1	96	1
CC1(C)C2CCC(C2)C1(C)NC(=O)CNCC1CCCCC1 (stereo not drawn)	-0.2	3	9	0.0	9	5	1	91	6
CCOC(=O)Cn1cnc2c(nnn2-c2cccc(OC)c2)c1=O	3.8	-8	13	-0.1	12	8	0	122	-2
Cc1ccccc1CNC(=O)c1ccc(CSCc2ccccc2)cc1	0.8	-2	3	0.0	5	-4	-2	111	-1
CC(C)c1cc(-c2cc(C(=O)NCc3ccccc3)on2)nc(NCC2CC2)n1	-5.7	2	4	0.3	-7	3	-14	94	0
COc1ccc2[nH]c(C(=O)O)c(NC(=O)c3ccccc3[N+](=O)[O-])c2c1	-3.4	-2	-2	0.2	9	2	-3	102	-5
CC(=O)Nc1ccc(NC(=O)CSc2nc(N)c(NC(=O)c3ccco3)c(=O)[nH]2)cc1	-0.3	9	1	0.1	-14	4	1	111	3
CC(C)n1cc(NC(=O)COc2ccccc2Cl)cn1	-1.1	-3	6	-0.2	2	-1	-1	97	2
COc1ccc(CCNC(=O)C(=O)NCc2cccs2)cc1OC	0.8	6	14	0.1	-6	4	-2	81	8
O=C(c1ccncc1)N1CCN(S(=O)(=O)c2cccc(C(F)(F)F)c2)CC1	nt	-2	-2	0.0	nt	-1	nt	104	0
O=C(CCS(=O)(=O)c1ccc(F)cc1)Nc1nnc(-c2cccs2)o1	0.2	0	2	0.1	3	2	-2	107	2
Cc1ccc(-c2nn(-c3ccccc3)cc2/C=N/n2c(-c3cccs3)n[nH]c2=S)cc1	-3.3	6	6	0.2	2	6	-4	102	3
O=C(N/N=C/c1cccc2ccccc12)C(=O)N1CCCC1	0.4	-2	9	0.0	-8	1	0	96	1
NC(=O)C1(N2CCCCC2)CCN(S(=O)(=O)c2ccccc2)CC1	-1.4	8	1	-0.1	0	0	-2	95	4

Twelve structures out of the list, sorted by molecular weight, rising.
Structure	MEX-5 binding	MCL1 BIM primary	ZTA DNA inh	Efflux pump inh	EBNA-1 inhibitor	GLD-1 TGE inh	Fam108B counter	CR mimetic SO	BCLXL inh
Cc1sc(N)nc1-c1ccc2c(c1)OCCO2	-1.5	-4	-4	0.1	5	-8	2	89	-1
Cc1nc2ccc(-c3nc4ccccc4o3)cc2[nH]1	1.0	-5	9	-0.1	-8	5	11	96	0
O=C(N/N=C/c1cccc2ccccc12)C(=O)N1CCCC1	0.4	-2	9	0.0	-8	1	0	96	1
CCC(=O)Nc1ccc(C(=O)NCCCn2ccnc2)cc1	2.4	17	-9	0.1	-2	-5	1	103	4
O=C(c1ccc(O)cc1)c1ccc(C(=O)c2ccc(O)cc2)cc1	1.4	-4	2	-0.2	2	2	-3	124	0
COc1ccc2[nH]c(C(=O)O)c(NC(=O)c3ccccc3[N+](=O)[O-])c2c1	-3.4	-2	-2	0.2	9	2	-3	102	-5
CC(C)c1cc(-c2cc(C(=O)NCc3ccccc3)on2)nc(NCC2CC2)n1	-5.7	2	4	0.3	-7	3	-14	94	0
Cc1cc(C)n(CCN(C)C(=O)C2CCC(=O)N(CCN3CCOCC3)C2)n1 (stereo not drawn)	1.3	0	-7	0.0	3	0	1	96	1
O=C(c1ccncc1)N1CCN(S(=O)(=O)c2cccc(C(F)(F)F)c2)CC1	nt	-2	-2	0.0	nt	-1	nt	104	0
COc1ccc(C)cc1NC(=O)CSc1nnc2ccc(-c3ccccn3)nn12	0.1	1	-4	-0.1	-9	1	1	69	-3
CC(=O)Nc1ccc(NC(=O)CSc2nc(N)c(NC(=O)c3ccco3)c(=O)[nH]2)cc1	-0.3	9	1	0.1	-14	4	1	111	3
Cc1ccc(-c2nn(-c3ccccc3)cc2/C=N/n2c(-c3cccs3)n[nH]c2=S)cc1	-3.3	6	6	0.2	2	6	-4	102	3

More records follow:
Structure	MEX-5 binding	MCL1 BIM primary	ZTA DNA inh	Efflux pump inh	EBNA-1 inhibitor	GLD-1 TGE inh	Fam108B counter	CR mimetic SO	BCLXL inh
O=C(O)Cn1nnnc1SCC(=O)Nc1ccccc1F	-1.5	-5	15	0.0	0	0	2	85	2
Cc1ccc(C)c(-c2csc(Nc3ncccn3)n2)c1	0.5	-5	-11	0.3	-17	-9	-2	106	-4
CC(=O)c1cccc(OCC(=O)Nc2ccccc2N2CCOCC2)c1	nt	-8	5	0.1	nt	4	nt	100	-1
CC1CCCCN1Cc1c(O)ccc2c(=O)c(-c3nc4ccccc4s3)coc12 (stereo not drawn)	-3.8	10	10	-0.1	-5	-8	-2	137	5
COc1ccc([C@@H]2CC=C(C(=O)O)[C@H](c3ccc(F)cc3)N2S(=O)(=O)c2ccc(C)cc2)cc1OC	nt	8	-11	0.1	5	4	6	108	2
CC(=O)c1cccc(NC(=O)C(C)OC(=O)c2cccc(-n3cnnn3)c2)c1 (stereo not drawn)	1.1	-3	-6	0.1	4	9	-2	104	0
CCOc1[nH]n(-c2ccc(Cl)cc2)c(=O)c1C=Nc1ccc(Cl)cc1	3.0	5	6	-0.4	10	7	2	102	6
CC(C)N(C(=O)CN1CCN(C(=O)C2COc3ccccc3O2)CC1)C(C)C (stereo not drawn)	nt	-2	-5	0.1	nt	-1	nt	84	1
COc1cccc(CN2CCNC(=O)C2CC(=O)O)c1OC (stereo not drawn)	-5.1	6	-16	0.2	-10	2	0	104	0
CCOc1ccc(OCCC(=O)OCC(=O)Nc2cc(C)nn2-c2ccccc2)cc1	1.1	-1	7	0.0	-12	7	1	112	2
CN1CCN(Cc2ccc(Sc3ccc(Cl)cc3)c([N+](=O)[O-])c2)CC1	-0.3	7	-18	0.0	-2	8	6	102	1
CCc1c(O)nc(SCC(=O)Nc2ccccc2)n(-c2ccccc2)c1=O	0.5	2	-4	0.0	9	-5	-4	112	-3
COc1ccc(C2C(C(=O)Nc3cccc(C)n3)CCC(=O)N2c2ccc(OC)cc2)cc1 (stereo not drawn)	-5.8	3	5	0.1	8	7	1	91	5
Cc1c(C(=N)C(C#N)C#N)c(=N)oc2c1ccc1ccccc12	1.3	7	13	-0.2	7	-4	15	107	10
CN(C)CCOC1c2ccccc2CCc2ccc3ccccc3c21 (stereo not drawn)	-1.7	2	-3	-0.1	4	0	1	103	3
CCn1cc(S(=O)(=O)NC(C)c2cc(OC)ccc2OC)cn1 (stereo not drawn)	2.2	-3	14	0.0	6	2	-1	96	0
O=C(O)c1ccc(S(=O)(=O)N2CCC(Cc3ccccc3)CC2)cc1	-3.3	1	-1	0.0	2	3	0	95	8
Nc1cccnc1S(=O)(=O)c1ccccc1	1.0	1	-14	0.3	-13	-2	3	98	7
CCOc1ncccc1C(=O)OCC(=O)N1CCc2ccccc21	0.6	1	5	-0.1	3	1	1	99	6
O=C(CSc1nnc(SCc2cccc3ccccc23)s1)Nc1ccc(C(=O)O)cc1	0.5	5	9	0.1	9	4	-5	106	-5
COc1ccc(Br)cc1C(=O)Nc1ccc(C(=O)O)cc1	1.3	-3	-5	-0.1	-3	5	-1	92	-2
O=C(Cc1n[nH]c(=O)c2ccccc12)OCC(=O)c1ccc2c(c1)OCCO2	0.4	6	-3	0.1	2	-5	1	102	7
COc1ccc(-n2cc(CNCCN3CCOC3=O)c(-c3ccccc3Cl)n2)cc1	0.8	3	-3	-0.1	-12	-2	-5	106	5
CC(C)(CNC(=O)c1ccc(Cl)c(S(=O)(=O)N2CCc3ccccc3C2)c1)N1CCOCC1	0.4	-6	0	0.0	-3	4	1	94	-4
C/C(CC(=O)Nc1ccc(F)cc1)=N\NC(=O)COc1ccccc1	-0.2	7	-2	-0.1	3	6	-7	90	2

Profiles, quoted from the list. Order of screens: MEX-5 binding | MCL1 BIM primary | ZTA DNA inh | Efflux pump inh | EBNA-1 inhibitor | GLD-1 TGE inh | Fam108B counter | CR mimetic SO | BCLXL inh
COc1ccc(Br)cc1C(=O)Nc1ccc(C(=O)O)cc1 is listed with 1.3 | -3 | -5 | -0.1 | -3 | 5 | -1 | 92 | -2
C/C(CC(=O)Nc1ccc(F)cc1)=N\NC(=O)COc1ccccc1 is listed with -0.2 | 7 | -2 | -0.1 | 3 | 6 | -7 | 90 | 2

(further entries)
Structure	MEX-5 binding	MCL1 BIM primary	ZTA DNA inh	Efflux pump inh	EBNA-1 inhibitor	GLD-1 TGE inh	Fam108B counter	CR mimetic SO	BCLXL inh
CCN(CCn1cccn1)Cc1c(C(=O)N2CCCCCCC2)nc2ccc(Cl)cn12	-1.0	9	-10	0.1	-6	-4	-3	97	6
CCNC1CCS(=O)(=O)C1 (stereo not drawn)	-4.7	-2	14	0.0	-6	4	-4	106	2
CCC1(c2ccccc2)NC(=O)N(CC(=O)Nc2ccccc2N2CCCCC2)C1=O (stereo not drawn)	-0.4	-12	1	-0.3	2	6	1	105	1
O=C(CN(Cc1ccco1)C(=O)CCC(=O)Nc1ccccn1)NCCc1ccccc1	1.0	-9	3	0.1	-5	-7	-4	104	0
CC(Nc1nc(N2CCOCC2)nc2ccccc12)c1ccccc1 (stereo not drawn)	2.4	2	-10	-0.1	7	2	6	96	2
Cc1ccc(S(=O)(=O)N2CCN(Cc3ccco3)CC2)cc1C	-1.5	4	-6	0.3	2	-8	1	88	0
O=C(NCC1CCCO1)c1cccc(Oc2ccc([N+](=O)[O-])cc2Cl)c1 (stereo not drawn)	1.0	12	-6	0.0	-3	7	2	114	0
CC(Oc1ccccc1)C(=O)N1CCN(c2ccc(N3CCCCCC3)nn2)CC1 (stereo not drawn)	-1.6	2	9	0.0	3	-1	1	110	7
O=C(Nc1ccc(Br)cc1)N1CCCCCCC1	0.9	6	1	0.1	-4	-5	-2	99	5
O=C1/C(=C/c2cccc(O)c2)SC(=S)N1CC1CCCO1 (stereo not drawn)	0.0	6	5	0.1	15	2	-2	79	1

From PubChem
